PolyA inhibitor – polyadenylation inhibitors in yeast reporter cells, primary screen, luminescence, S. cerevisiae; S. cerevisiae SKY197-pL101 polyadenylation reporter, beta-gal luminescence; efflux-impaired pdr1/pdr3 knockout yeast; score 100 = 6 SD above DMSO; calls only at 12 µM; actives 0.02% (n = 300,000);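 active = lowest replicate activity score at least 50, where 100 means six control SD above control mean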;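 also: yeast exposed to compound for 9 h at 30 °C; higher score means more reporter readthrough which indicates perturbed polyadenylation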
DYRK1A inh – rat Dyrk1A kinase inhibitors, primary screen, biochemical, single point, plate reader; ADP-Glo luminescence, NFATc1 peptide; inhibition, % at 12.5 µM; actives 0.43% (n = 310,000); Dual specificity tyrosine-phosphorylation-regulated kinase 1A (Rattus norvegicus), Q63470; in the data active = inhibition above about 50%;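 also: plate controls were vehicle with enzyme for no effect and no enzyme for full effect; many of its hits are not listed in these tables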
KCNK3 block – human KCNK3 channel inhibitors, primary screen, CHO cells, FluxOR thallium flux, B-score; Potassium channel subfamily K member 3 (Homo sapiens), O14649; FluxOR fluorescence; stronger effect = lower value; B-score at 10 µM; actives 0.84% (n = 340,000); AID 602410, 2012;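 active = B-score under library mean minus 4 SD, starting fluorescence ratio at most library mean plus 5 SD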;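 also: more negative B-score means stronger inhibition of thallium flux through KCNK3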
Target sequence (O14649 whole entry, looked up): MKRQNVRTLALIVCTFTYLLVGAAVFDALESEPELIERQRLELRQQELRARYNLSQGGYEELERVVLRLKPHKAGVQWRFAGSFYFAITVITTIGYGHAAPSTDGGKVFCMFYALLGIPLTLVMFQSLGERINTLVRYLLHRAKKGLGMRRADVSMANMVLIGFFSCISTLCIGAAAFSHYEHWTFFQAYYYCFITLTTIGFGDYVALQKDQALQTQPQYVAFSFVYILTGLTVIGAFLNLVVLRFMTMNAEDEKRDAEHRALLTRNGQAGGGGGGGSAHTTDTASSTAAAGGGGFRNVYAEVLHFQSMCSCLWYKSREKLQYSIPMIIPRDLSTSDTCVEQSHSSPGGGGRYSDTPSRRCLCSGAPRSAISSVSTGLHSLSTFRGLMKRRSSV
GSK3A inh – blockers of GSK3A enzyme activity – biochemical, luminescence, cell-free homogeneous, HTS, primary screen; GSK-3 alpha kinase, ADP-Glo luminescence, 60 min; inhibition, % at 10 µM; actives 0.1% (n = 320,000); AID 2650, 2010;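 in the data active = inhibition above about 50%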;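 also: GST-tagged GSK-3 alpha with peptide substrate and 25 µM ATP; 0% = DMSO neutral wells and 100% = GW8510 positive control wells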
Target sequence (P49840 whole entry, looked up): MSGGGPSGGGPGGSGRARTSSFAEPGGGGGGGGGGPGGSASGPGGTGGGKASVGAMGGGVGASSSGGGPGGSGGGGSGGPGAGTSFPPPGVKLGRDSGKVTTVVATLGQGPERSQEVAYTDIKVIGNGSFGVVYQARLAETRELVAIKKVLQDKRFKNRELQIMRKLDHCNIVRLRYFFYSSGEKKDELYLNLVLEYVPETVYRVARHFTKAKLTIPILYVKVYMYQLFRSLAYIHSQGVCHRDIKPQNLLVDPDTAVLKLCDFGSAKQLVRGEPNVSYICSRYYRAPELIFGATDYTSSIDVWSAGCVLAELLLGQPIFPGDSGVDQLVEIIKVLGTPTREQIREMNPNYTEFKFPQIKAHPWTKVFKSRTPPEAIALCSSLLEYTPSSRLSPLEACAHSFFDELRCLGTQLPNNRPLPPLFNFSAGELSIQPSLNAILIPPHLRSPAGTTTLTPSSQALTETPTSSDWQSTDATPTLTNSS
RGS4 block – RGS4 inhibitors, primary screen, cell-based, HEK293 M3R inducible RGS4, calcium flux; Regulator of G-protein signaling 4 (Homo sapiens), P49798; Fluo-4 calcium flux; stronger effect = higher value; triggered by carbachol at its EC20; B-score at 10 µM; actives 0.45% (n = 310,000);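 active = B-score, a plate-corrected calcium signal, over three deviations above library mean, with baseline fluorescence within five deviations of library mean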;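 also: RGS4 expression induced by doxycycline in cells with stable M3 receptor; B-score is computed from the integrated fluorescence ratio over baseline after carbachol; higher B-score means a larger calcium signal and so more RGS4 inhibition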
KCNQ1 block – inhibitors of human KCNQ1 channel, primary screen, cell-based, thallium flux, high-throughput; B-score at 10 µM; AID 2642, 2010; actives 1.3% (n = 310,000); Potassium voltage-gated channel subfamily KQT member 1 (Homo sapiens), P51787; CHO-K1 KCNQ1, FluxOR thallium flux fluorescence; stronger effect = higher value;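 active = compounds whose thallium flux B-score, printed positive for inhibition, exceeds three library SD while starting fluorescence stays within three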;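 also: channel opened by potassium depolarization with thallium stimulus after 20 min compound exposure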
KCNQ1 pot – potentiators or activators of KCNQ1 channel, primary screen, cell-based, thallium flux, high-throughput; B-score at 10 µM; CHO-K1 KCNQ1, thallium flux FluxOR fluorescence; stronger effect = higher value; AID 2648, 2010; Potassium voltage-gated channel subfamily KQT member 1 (Homo sapiens), P51787; actives 0.35% (n = 310,000);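 active = fluorescence ratio B-score, a plate-corrected score, at least three library SD, with initial intensity B-score within 5 SD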
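Schedule – 37 °C overnight plating, 90-min dark dye load, 20-min compound pretreatment · System – stable KCNQ1 CHO-K1 line · Probe or stimulus – thallium- and potassium-containing depolarizing buffer · Measured by – kinetic FluxOR fluorescence, 10 s baseline plus 110 s post-stimulus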
RGS4 act – RGS4 potentiators or activators, primary screen, cell-based, HEK293 M3R inducible RGS4, calcium flux. carbachol calcium flux Fluo4; stronger effect = lower value. B-score at 10 µM. actives 0.92% (n = 310,000);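 active = B-score of the integrated calcium signal more than 4 SD below the library mean, with starting fluorescence not abnormally high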;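 also: negative B-score means reduced calcium response which marks RGS4 activation or potentiation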
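Material: Inducible-RGS4 HEK293 cells carrying M3 receptor; also added: carbachol at ECmax as muscarinic agonist stimulus; incubation: compound preincubation 20 min at room temperature before agonist; signal: Fluo4-AM (2 µM) calcium-flux fluorescence, kinetic read; measure: integrated calcium ratio converted to B score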
hERG protect – hERG rescue from dofetilide block, primary screen, cell-based, CHO-hERG, FluxOR thallium flux, dofetilide IC70 | actives 0.51% (n = 310,000) | AID 1511, 2009 | Voltage-gated inwardly rectifying potassium channel KCNH2 (Homo sapiens), Q12809 | activation (rescue from dofetilide block), less the hit threshold, % at 10 µM | dofetilide IC70 present;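 active = activation above the mean of controls blocked by dofetilide plus 5 SD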;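 also: thallium influx through hERG after potassium depolarization seen as dye fluorescence rise; in these data hits start at about 4.7%; inactives centre near -7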
GSK3B inh – human GSK3beta kinase inhibitors, primary screen, biochemical, cell-free homogeneous, HTS. activity score (negative = inhibition), % at 10 µM. Glycogen synthase kinase-3 beta (Homo sapiens), P49841. AID 2097, 2009. GST-GSK3beta kinase, ADP-Glo luminescence, 60 min; stronger effect = lower value. actives 0.038% (n = 300,000);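 active = more than half of replicate wells score below -50%, meaning over 50% inhibition versus plate controls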;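 also: 0% = median DMSO wells and -100% = median GW8510 positive control wells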
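Assay system: GST-tagged human GSK3beta kinase, cell-free; Input: 1.6 ng GSK3beta; Medium: Tris/MgCl2 kinase buffer; Timing: 60 min enzyme reaction, room temperature; Signal: ADP-Glo luminescence quantifying ADP generated by kinase; Evaluation: score relative to plate controls; Benchmarks: DMSO neutral wells and GW8510 at 20 µM as positive.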
KCNK9 inh – KCNK9 potassium channel inhibitors, primary screen, HEK293 cells, thallium flux; B-score at 10 µM; FluxOR thallium flux fluorescence; stronger effect = lower value; Potassium channel subfamily K member 9 (Homo sapiens), Q9NPC2; AID 488922, 2010; actives 1.2% (n = 310,000);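 active = ratio B-score over 3 SD below the library mean, with starting fluorescence within 5 SD of its mean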;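 also: negative B-score means less thallium flux so channel inhibition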
The depositor's hits bear a star; i = inactive; x = no result given.

No.	molecule	RGS4 block	RGS4 act	KCNK3 block	GSK3B inh	KCNQ1 pot	KCNQ1 block
1	O=C(CN1C(=O)NC(Cc2ccccc2)C1=O)Nc1ccccc1OC(F)F (configuration not stated)	i	i	i	3.1	i	i
2	COc1cccc(NC(=O)NNC(=O)CN2C(=O)COc3ccccc32)c1	i	i	i	-4.6	i	i
3	O=C(CSc1nc2ccsc2c(=O)n1CC1CCC(C(=O)O)CC1)NCCc1ccc(Cl)cc1 (configuration not stated)	i	i	i	-0.3	i	i
4	CCOC(=O)C(=NCC1CCCO1)NNc1ccccc1Cl (configuration not stated)	i	i	i	-3.7	i	i
5	COc1ccc(-c2c(C)n([O-])c3c([n+]2=O)CCCC3)cc1	i	i	i	-2.4	i	i
6	O=C(CCC(=O)Nc1ccc(Oc2ccccc2)cc1)NCCO	i	i	i	-2.7	i	i
7	O=C1CC[C@H](O)CCN1[C@H](CSc1ccccc1)Cc1ccccc1	i	i	i	0.2	i	i
8	Oc1ccc(/C=N/N2CCOCC2)c(O)c1O	i	i	i	-4.1	i	i
9	Cc1cc(C)c(N2C(=O)CCCC2=O)c(Cl)c1	i	i	i	x	i	i
10	CCN1CCN(C(=S)NC(=O)c2cccs2)CC1	i	i	i	1.9	i	i

No.	GSK3A inh	DYRK1A inh	hERG protect	PolyA inhibitor	KCNK9 inh
1	-3.0	-2.1	-0.7	i	i
2	-0.7	15.2	-6.4	i	i
3	x	1.0	-9.2	i	i
4	-0.5	10.6	-3.7	i	i
5	-0.1	-7.9	-7.1	i	i
6	0.1	-0.5	-7.6	i	i
7	1.6	6.7	-2.4	i	i
8	2.7	9.1	-17.9	i	i
9	0.1	x	-6.1	i	i
10	-0.2	2.3	-7.6	i	i

Record cards, from the list above:
`O=C(CCC(=O)Nc1ccc(Oc2ccccc2)cc1)NCCO` reads RGS4 block = i; RGS4 act = i; KCNK3 block = i; GSK3B inh = -2.7; KCNQ1 pot = i; KCNQ1 block = i; GSK3A inh = 0.1; DYRK1A inh = -0.5; hERG protect = -7.6; PolyA inhibitor = i; KCNK9 inh = i
`CCOC(=O)C(=NCC1CCCO1)NNc1ccccc1Cl` (configuration not stated) reads RGS4 block = i; RGS4 act = i; KCNK3 block = i; GSK3B inh = -3.7; KCNQ1 pot = i; KCNQ1 block = i; GSK3A inh = -0.5; DYRK1A inh = 10.6; hERG protect = -3.7; PolyA inhibitor = i; KCNK9 inh = i

More compounds.
No.	molecule	RGS4 block	RGS4 act	KCNK3 block	GSK3B inh	KCNQ1 pot	KCNQ1 block
11	CCCCCC1(C)NC(=S)N(c2ccccc2)N1 (configuration not stated)	i	i	i	-0.1	i	i
12	COc1ccc(CN(C)C(=O)COC(=O)c2ccc3c(c2)OCO3)cc1OC	i	i	i	1.5	i	i
13	CCOC(=O)C1=C(C)N=c2s/c(=C/c3cccc([N+](=O)[O-])c3O)c(=O)n2C1c1ccc(OC)cc1OC (configuration not stated)	i	-8.37*	i	-1.8	i	i
14	Cc1ccc(S(=O)(=O)N2CCCCC2CCNC(=O)C(=O)NCc2cccnc2)cc1 (configuration not stated)	i	i	i	2.1	i	i
15	Cc1cc(-c2ccccc2)nc2cc(C(=O)NCCCn3ccnc3)nn12	i	i	i	-0.5	i	i
16	CC1(C)CC2CC(C)(CN2Cc2c(O)ccc3ccccc23)C1 (configuration not stated)	i	i	i	1.3	i	i
17	N#CCc1nc2c3c4c(sc3ncn2n1)CCCC4	i	i	i	1.7	i	i
18	COc1cc(/C=N\Nc2nc3ccccc3[nH]2)cc(OC)c1OC	i	i	i	-1.5	i	i
19	CCOC(=O)C1C2C=CC(CC2)N1c1ccccc1 (configuration not stated)	i	i	i	-0.3	i	i
20	O=C(CSc1nc(-c2ccccc2)cc(C(F)(F)F)n1)c1cccc([N+](=O)[O-])c1	i	i	i	2.3	i	i

No.	GSK3A inh	DYRK1A inh	hERG protect	PolyA inhibitor	KCNK9 inh
11	1.2	-2.6	-6.8	i	i
12	x	2.2	-6.2	i	i
13	2.2	8.3	-9.1	i	i
14	0.7	5.3	-16.3	i	i
15	-4.0	-1.9	-10.9	i	i
16	2.1	1.3	-34.8	i	i
17	x	-1.7	-0.2	i	i
18	0.6	8.6	-11.5	i	i
19	-2.2	1.4	-8.3	i	i
20	-1.9	-6.7	-10.2	i	i

(cont.)
No.	molecule	RGS4 block	RGS4 act	KCNK3 block	GSK3B inh	KCNQ1 pot	KCNQ1 block
21	CCN1CCN(CCCNC(=O)C2CCN(c3nnc(-n4c(C)ccc4C)s3)CC2)CC1	i	i	i	-0.5	i	i
22	CC(C)(C)c1csc(NC2=NS(=O)(=O)c3ccccc32)n1	i	i	i	-2.4	i	i
23	CC1CCC(NC(=O)CCn2ccc3cc(S(=O)(=O)N4CCCC4)ccc32)CC1 (configuration not stated)	i	i	i	-3.1	i	i
24	Cc1nnn(-c2nonc2N)c1C(=O)NNC(=O)c1ccc(Cl)c(Cl)c1	i	i	i	2.4	i	i

No.	GSK3A inh	DYRK1A inh	hERG protect	PolyA inhibitor	KCNK9 inh
21	-1.3	16.7	-11.0	i	i
22	-2.7	-0.5	0.8	i	i
23	-8.5	7.8	-3.8	i	i
24	-0.2	0.3	-3.0	i	i

In a second layout: entries from further up
(17) N#CCc1nc2c3c4c(sc3ncn2n1)CCCC4
  RGS4 block: i	RGS4 act: i	KCNK3 block: i	GSK3B inh: 1.7	KCNQ1 pot: i	KCNQ1 block: i	GSK3A inh: x	DYRK1A inh: -1.7	hERG protect: -0.2	PolyA inhibitor: i	KCNK9 inh: i

(21) CCN1CCN(CCCNC(=O)C2CCN(c3nnc(-n4c(C)ccc4C)s3)CC2)CC1
  RGS4 block: i	RGS4 act: i	KCNK3 block: i	GSK3B inh: -0.5	KCNQ1 pot: i	KCNQ1 block: i	GSK3A inh: -1.3	DYRK1A inh: 16.7	hERG protect: -11.0	PolyA inhibitor: i	KCNK9 inh: i

(11) CCCCCC1(C)NC(=S)N(c2ccccc2)N1 (configuration not stated)
  RGS4 block: i	RGS4 act: i	KCNK3 block: i	GSK3B inh: -0.1	KCNQ1 pot: i	KCNQ1 block: i	GSK3A inh: 1.2	DYRK1A inh: -2.6	hERG protect: -6.8	PolyA inhibitor: i	KCNK9 inh: i

(22) CC(C)(C)c1csc(NC2=NS(=O)(=O)c3ccccc32)n1
  RGS4 block: i	RGS4 act: i	KCNK3 block: i	GSK3B inh: -2.4	KCNQ1 pot: i	KCNQ1 block: i	GSK3A inh: -2.7	DYRK1A inh: -0.5	hERG protect: 0.8	PolyA inhibitor: i	KCNK9 inh: i

Bioassay records as filed in PubChem.

These rows are one share of the data, so the mix of outcomes need not match the whole.
